Screening results (PubChem BioAssay)
DAX1 inh-1: blocks DAX1 repression of SF-1 activated StAR promoter. HEK293T StAR-luciferase reporter, SF-1/DAX-1 repression relief. inhibition, % at 6.8 µM. 370,000 tested, 1.1% active. AID 652010;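 active = inhibition above the mean over all tested compounds plus 3 SD, cut at about 3.6% in these data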;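 also: 0% = DAX-1 cells with DMSO and 100% = cells lacking DAX-1 with DMSO; higher inhibition means more luminescence from relief of DAX-1 repression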
NPR2 activator: GC-B (human) receptor activation. P20594. HEK293-GC-B cells, CNP EC30, cGMP TR-FRET; 0% at EC30 CNP, 100% saturating CNP. activation, % at 10 µM. 370,000 tested, 0.11% active;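 active = activation at 10 µM reaching about 35% in either raw or pattern-adjusted values, limit read from the data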
hgDAF12 agonist: activates the H. glycines DAF-12 receptor ligand-binding domain; 370,000 tested, 1.8% active; activation, % at 6.8 µM; HEK293 GAL4-hgDAF12 UAS-luciferase reporter, agonist luminescence; normalized to butyrate control; AID 687014;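 active = activation above a cutoff set at the mean of all screened compounds plus 3 SD, cut at about 10% in these data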;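 also: 0% = DMSO wells and 100% = sodium butyrate wells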
GC-A act: GC-A (human) enzyme activation | AID 1671463 | 370,000 tested, 0.14% active | activation, % at 10 µM | HEK293 GC-A cells, cGMP TR-FRET, EC30 ANP; 0% at EC30 ANP, 100% saturating ANP; in the data active = activation above about 40%
ssDAF-12 act: activators of S. stercoralis DAF-12 nuclear receptor. HEK293 ssDAF-12/GRIP1 lit1-tk-luc reporter, luminescence; % of 3 µM dafachronic acid response. activation, % at 6.8 µM. 370,000 tested, 1% active. AID 652126;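 active = activation above the mean over all tested compounds plus 3 SD, cut at about 0.9% in these data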;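 also: 0% = DMSO-only wells and 100% = 3 µM delta7-dafachronic acid wells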
proKLK7 act: proKLK7 (human) activation, primary screen | P49862 | purified proKLK7, EDANS-DABCYL substrate fluorescence; 100% is mature enzyme control, 0% vehicle | activation, % at 7 µM | 370,000 tested, 0.9% active;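 active = activation above the mean of all tested compounds plus 3 SD, computed per campaign excluding outliers beyond control limits, cut at about 13% in these data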
Target sequence (P49862 whole entry, looked up): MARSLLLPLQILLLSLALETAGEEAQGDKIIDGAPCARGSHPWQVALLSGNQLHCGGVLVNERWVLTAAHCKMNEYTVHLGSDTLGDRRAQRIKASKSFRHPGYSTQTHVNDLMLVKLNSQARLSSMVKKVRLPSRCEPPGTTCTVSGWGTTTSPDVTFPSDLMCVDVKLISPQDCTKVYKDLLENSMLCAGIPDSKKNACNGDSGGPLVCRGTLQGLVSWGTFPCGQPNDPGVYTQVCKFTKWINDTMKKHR
SMARCA2 act: increases SMARCA2 function in MMTV reporter cells. MG213 cells, MMTV-luciferase reporter, dexamethasone, overnight. activation, % at 9.1 µM. 370,000 tested, 1% active. AID 652017; in the data active = activation above about 7.8%;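 also: 0% = vehicle wells and 100% = reference activator wells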
sPLA2-III inh: Blocks human group III sPLA2 activity. inhibition, % at 12.2 µM. 370,000 tested, 0.56% active. QFRET BODIPY PC-A2 liposome hydrolysis, fluorescence;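 active = inhibition above mean plus 3 SD of compounds lying within the high and low control bounds, cut at about 19% in these data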;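 also: 0% = median of test compound wells and 100% = no enzyme DMSO wells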
Target sequence (Q9NZ20 whole entry, looked up): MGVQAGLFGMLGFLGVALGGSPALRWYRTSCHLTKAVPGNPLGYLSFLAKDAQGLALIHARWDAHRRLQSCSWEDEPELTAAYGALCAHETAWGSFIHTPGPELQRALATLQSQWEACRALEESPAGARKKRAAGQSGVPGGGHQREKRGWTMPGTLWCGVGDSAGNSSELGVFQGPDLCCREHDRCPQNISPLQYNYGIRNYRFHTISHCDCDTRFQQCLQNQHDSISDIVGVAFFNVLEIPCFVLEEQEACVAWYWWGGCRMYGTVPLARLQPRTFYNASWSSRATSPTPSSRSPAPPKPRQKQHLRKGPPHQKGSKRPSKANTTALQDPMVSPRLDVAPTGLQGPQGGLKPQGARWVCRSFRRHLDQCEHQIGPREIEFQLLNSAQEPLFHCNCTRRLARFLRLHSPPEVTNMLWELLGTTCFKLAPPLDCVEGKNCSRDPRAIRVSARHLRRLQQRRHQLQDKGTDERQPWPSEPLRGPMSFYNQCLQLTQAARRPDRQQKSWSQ
GAA850 FXN act: frataxin GAA850 promoter activation | HEK293 lucGAA850 FXN promoter luciferase reporter, 24 h; percent of 10 µM SAHA response | activation, % at 6 µM | 360,000 tested, 0.56% active;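 active = activation above the average of all compounds screened plus 3 SD, cutoff fixed separately per campaign, cut at about 7.5% in these data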;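 also: 0% = DMSO wells and 100% = 10 µM SAHA wells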
DAX1 inh-2: inhibits human nuclear receptor DAX1 | 340,000 tested, 0.99% active | HEK293 Gal4-DAX1 luciferase reporter, luminescence | AID 504766 | inhibition, % at 6.75 µM | P51843;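 active = inhibition above the mean over all tested compounds plus 3 SD, cut at about 4.2% in these data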;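 also: 0% = DAX1-transfected cells with DMSO and 100% = empty-vector control cells with DMSO; inhibition shows as a rise in luminescence from relieved DAX1 repression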
Target sequence (P51843 207-470 limits assumed): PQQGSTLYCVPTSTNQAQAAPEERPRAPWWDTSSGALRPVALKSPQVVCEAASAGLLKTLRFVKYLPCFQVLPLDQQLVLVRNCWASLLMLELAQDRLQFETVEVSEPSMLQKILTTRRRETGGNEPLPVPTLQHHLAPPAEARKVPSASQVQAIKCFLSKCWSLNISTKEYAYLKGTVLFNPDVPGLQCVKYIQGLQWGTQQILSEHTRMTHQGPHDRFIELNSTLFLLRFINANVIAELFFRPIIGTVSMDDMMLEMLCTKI
hcDAF12 agonist: activates DAF-12 receptor from parasite H. contortus | HEK293 hcDAF-12 lit1-tk-luc reporter, luminescence; 0% DMSO, 100% Δ7-dafachronic acid | activation, % at 6.8 µM | 370,000 tested, 1.4% active;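 active = activation above the mean of all tested compounds plus 3 SD, cut at about 5.5% in these data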;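 also: 100% = response to 3 µM Δ7-dafachronic acid high control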
Numbers without * were called inactive; . = not tested or not shown.

SMILES	DAX1 inh-1	NPR2 activator	hgDAF12 agonist	GC-A act	ssDAF-12 act	proKLK7 act	SMARCA2 act	sPLA2-III inh	GAA850 FXN act	DAX1 inh-2	hcDAF12 agonist
C[C@H](NC(=O)c1ncn2c1C(=O)NC[C@H]2C)C(=O)OC(C)(C)C	1.3	-1	0.7	-1	-1.3	0.1	-4	9	1.1	0.8	2.0
COc1ccc(C(=O)N2CCC(n3nccc3NC(=O)C3CC3)CC2)c(OC)c1OC	-0.1	3	-0.7	2	-0.5	-0.1	0	11	0.0	1.2	0.5
O=C(Nc1ccc(N2CCOCC2)cc1)C1(c2ccc(Cl)cc2)CCC1	-0.2	1	3.8	-5	-1.2	0.5	5	8	-0.3	-1.2	0.5
CON(C)C(=O)CC(CNC(=O)OC(C)(C)C)c1ccc(Cl)cc1 (stereo not given)	-0.3	-7	4.0	-7	-1.5	-0.7	-1	2	0.7	0.0	0.4
O=C(CN1CCN(c2ccccn2)CC1)NCCc1ccccc1	0.9	6	0.4	2	-0.4	0.9	-3	9	1.0	0.8	1.0
CCN(C[C@H]1N[C@@](C)(C(=O)OC)[C@H]2C(=O)N(Cc3ccccc3)C(=O)[C@@H]12)C(=O)Nc1ccc(Cl)cc1	1.9	-2	-2.2	-8	-0.8	0.6	5	2	14*	-1.7	-1.2
CC(C)COC(=O)n1c(=O)oc2cc(S(=O)(=O)N3CCCCC3)ccc21	-0.8	3	-2.2	-6	-1.9	0.3	-5	-40	2.6	-0.6	-2.9
COc1ccc(C(=O)C2CCCN(C(=O)c3ccc(C(C)=O)s3)C2)c(C)c1 (stereo not given)	0.0	-4	-1.6	-5	-0.9	-0.2	-1	-5	1.8	0.4	-1.5
Cn1c(SCC(=O)N2CCOCC2)nnc1-c1ccncc1	0.4	3	-1.5	1	-1.5	0.6	1	2	1.7	0.1	-1.1
COC(=O)[C@]12CCCCC=C1N(Cc1ccc(OC)cc1)C(=O)[C@@H]2CC(=O)NCC1CCCCC1	-0.2	-1	-0.7	0	-1.5	0.5	-4	-16	.	.	-4.7
O=C(NCc1ccc2c(c1)OCO2)Nc1cccc2ccccc12	-0.4	1	1.2	2	-0.6	0.0	-2	6	-0.4	-0.3	-0.1
CCc1nnc(NC(=O)CSc2nnc(CSc3nc(C)cc(C)n3)o2)s1	-0.1	3	-2.5	0	-1.1	-0.1	-1	2	0.2	0.3	-1.3
CCOc1ccc(NC(=O)CC2C(=O)N(c3ccccc3)C(=O)N2CCc2cccs2)cc1 (stereo not given)	0.0	5	-3.5	0	-1.8	0.1	-3	-17	-0.9	-1.4	-0.8
Cc1ccc(C(C)C)c(OCCN2C(=O)NC(C)(C)C2=O)c1	0.0	1	-0.7	-1	-0.7	0.4	-1	-5	0.9	-0.7	0.1
Cc1ccccc1OCCc1c(C)[nH]c(=S)[nH]c1=O	-0.6	-3	-3.9	-8	-0.8	0.7	-4	3	2.2	-0.1	0.1
O=C(Cc1cccs1)Nc1ccccc1NC(=O)Cc1cccs1	-0.3	1	-2.0	2	-1.2	0.2	-5	3	-1.5	2.3	0.3
CCCOC(=O)C1=C(C)NC2=C(C(=O)CC(C)(C)C2)C1c1ccc(N(C)C)cc1 (stereo not given)	-0.5	-10	-2.4	-10	-1.6	0.8	1	5	1.9	-0.9	-1.2
Cc1cccc(N2CCN(C(=O)C3CCN(S(=O)(=O)c4cccc5nsnc45)CC3)CC2C)c1 (stereo not given)	-2.1	5	-6.2	0	-1.8	0.8	0	-15	-2.1	-3.5	-1.7
Cc1cc2oc3c(c(=O)c2cc1C)C(c1ccc(F)cc1)N(CCCN1CCOCC1)C3=O (stereo not given)	-0.6	5	-0.1	-1	-1.5	0.7	1	-8	-2.6	0.6	-1.3
O=C(NCc1ccc(Cl)cc1)c1ccccc1CCc1ccccc1	-0.7	-1	-1.1	-1	-0.9	0.0	-3	-6	-1.7	-1.1	0.3
COc1ccccc1CN(Cc1nc2ccccc2c(=O)[nH]1)C(=O)Nc1cccc(C)c1	0.9	-4	1.5	1	-1.5	0.3	-1	-12	-1.2	-0.4	-0.9
C=CCn1c(-c2ccc3ncccc3c2)n[nH]c1=S	-0.2	-4	1.1	0	-1.2	0.9	-1	9	-0.1	-0.4	0.7
Cc1noc(C)c1C(=O)N1CC(C)OC(C)C1 (stereo not given)	-0.6	7	0.2	-2	-0.5	0.0	1	3	-1.8	3.9	-1.5
COc1ccc(C(=O)Nc2cccc(-c3csc(C)n3)c2)cc1S(=O)(=O)N1CCCC1	-4.2	14	-4.1	12	-1.2	0.1	0	-32	-0.1	-2.4	-3.1

Compound profiles, from the list above.
Cc1cc2oc3c(c(=O)c2cc1C)C(c1ccc(F)cc1)N(CCCN1CCOCC1)C3=O (stereo not given) is listed as DAX1 inh-1: -0.6; NPR2 activator: 5; hgDAF12 agonist: -0.1; GC-A act: -1; ssDAF-12 act: -1.5; proKLK7 act: 0.7; SMARCA2 act: 1; sPLA2-III inh: -8; GAA850 FXN act: -2.6; DAX1 inh-2: 0.6; hcDAF12 agonist: -1.3
COc1ccc(C(=O)Nc2cccc(-c3csc(C)n3)c2)cc1S(=O)(=O)N1CCCC1 is listed as DAX1 inh-1: -4.2; NPR2 activator: 14; hgDAF12 agonist: -4.1; GC-A act: 12; ssDAF-12 act: -1.2; proKLK7 act: 0.1; SMARCA2 act: 0; sPLA2-III inh: -32; GAA850 FXN act: -0.1; DAX1 inh-2: -2.4; hcDAF12 agonist: -3.1

Random excerpt: 3 records from the list.
SMILES	DAX1 inh-1	NPR2 activator	hgDAF12 agonist	GC-A act	ssDAF-12 act	proKLK7 act	SMARCA2 act	sPLA2-III inh	GAA850 FXN act	DAX1 inh-2	hcDAF12 agonist
COc1ccc(C(=O)Nc2cccc(-c3csc(C)n3)c2)cc1S(=O)(=O)N1CCCC1	-4.2	14	-4.1	12	-1.2	0.1	0	-32	-0.1	-2.4	-3.1
COc1ccccc1CN(Cc1nc2ccccc2c(=O)[nH]1)C(=O)Nc1cccc(C)c1	0.9	-4	1.5	1	-1.5	0.3	-1	-12	-1.2	-0.4	-0.9
Cc1ccccc1OCCc1c(C)[nH]c(=S)[nH]c1=O	-0.6	-3	-3.9	-8	-0.8	0.7	-4	3	2.2	-0.1	0.1

Additional records follow.
SMILES	DAX1 inh-1	NPR2 activator	hgDAF12 agonist	GC-A act	ssDAF-12 act	proKLK7 act	SMARCA2 act	sPLA2-III inh	GAA850 FXN act	DAX1 inh-2	hcDAF12 agonist
O=C(O)CC1CCS(=O)(=O)C1 (stereo not given)	-0.2	-1	0.9	5	-1.1	0.0	1	-2	0.7	-0.2	-2.2
COc1ccc(C(=O)NCCc2ccc(F)cc2)cc1OC	0.9	-6	5.0	6	-0.8	0.1	-2	4	3.2	-0.1	-0.5
COc1cc(NC(=O)CNC(c2ccccc2)c2ccccc2)cc(OC)c1OC	-0.2	1	-2.7	2	-1.5	0.1	-3	3	-1.8	-1.6	-2.9
CNC(=O)NC(=O)C(C)OC(=O)CCCc1nc2ccccc2s1 (stereo not given)	-0.6	-2	-0.4	3	-1.9	0.7	-1	-3	-0.4	0.0	-1.8
C/C(Cc1ccccc1)=N\NC(=O)CNC(=O)c1ccc(F)cc1	-0.9	-4	0.0	6	-0.6	-0.1	-3	3	1.4	0.4	-3.0
COc1ccccc1S(=O)(=O)Cc1ccc(C(=O)NCC2CCCO2)o1 (stereo not given)	-0.4	-1	-2.6	4	-1.2	0.0	1	1	2.5	0.6	-1.7
CN(C)S(=O)(=O)c1ccc2c(c1)nc(CCC(=O)Nc1ccc3c(c1)OCO3)n2C	-0.3	6	-0.3	-2	-0.6	0.1	2	-5	2.9	-0.2	-3.2
CO/N=C/c1ccc(N2CCN(C(=O)c3ccc(F)cc3)CC2)c([N+](=O)[O-])c1	-2.4	-2	-5.4	-9	-2.0	0.6	-3	-3	-0.8	-0.3	-3.0
CCOc1ccc(C(=O)c2cc([N+](=O)[O-])ccc2N2CCOCC2)cc1	1.4	2	-10	-10	-0.2	0.1	4	1	-0.1	0.7	-1.4
COc1ccc2c(c1)C(=C(C#N)C#N)C(=O)N2CCc1ccccc1	-0.1	-7	0.7	1	-0.9	-0.4	-2	-6	1.6	-0.3	2.1
CCC(C)(C)NC(=O)CN(Cc1cccs1)C(=O)CNS(=O)(=O)c1ccc(F)cc1	-0.3	3	-0.2	4	-0.5	0.9	-1	-6	-1.1	-0.9	0.4
Cc1cc(NC(=O)c2c(Cl)cccc2Cl)no1	0.3	3	-0.7	1	0.1	-0.1	-5	6	-0.2	-1.2	-1.8
Nc1nc2n(n1)C(c1cccc(Br)c1)CC(c1ccc(F)cc1)N2 (stereo not given)	-0.2	-5	-1.0	-7	-1.1	0.3	1	4	1.4	2.3	0.4
C=C(C)CNC(=S)N/N=C/c1ccc([N+](=O)[O-])cc1	-2.4	-6	-1.3	-10	-1.5	0.0	-1	6	-0.8	-1.2	-1.4
CCOC(=O)N(C)OC(=O)Nc1ccc(Cl)c(Cl)c1	0.1	-3	-1.4	2	-0.8	0.0	-2	6	5.2	-0.6	-1.1
COc1ccc(-n2c(SCC(=O)Nc3cc(C)c(NC(=O)c4ccccc4)cc3OC)nnc2-c2cccnc2)cc1	0.0	1	0.0	1	-0.7	0.2	-5	-5	.	.	2.4
COc1cccc(CNc2ccc([N+](=O)[O-])cc2Cl)c1O	-1.2	-1	5.6	3	-1.2	0.2	-1	-50	2.9	-0.4	-0.4
Cc1ccc(-c2nc3ccccc3c(=O)n2CCN2CCOCC2)cc1	-0.7	-7	2.4	3	-0.3	0.2	0	-2	1.0	1.3	0.8
Cc1cc(=O)[nH]c(N/N=C/c2c(O)n(-c3ccccc3)c(=O)c3ccccc23)n1	-0.4	7	0.2	-5	-1.1	3.5	-3	-4	0.2	-0.4	1.3
CCCNCc1cc(OC)c(OCCC)cc1Cl	0.4	-1	1.1	2	-0.8	0.1	-2	-1	0.6	-1.2	2.4
COc1ccc(/C=C/C(=O)O)cc1S(=O)(=O)Nc1ccc2c(c1)OCO2	0.5	2	1.3	-1	-1.3	0.2	-1	-9	-1.3	2.6	-0.2
Cc1cc(C)c(OCCCCn2cnc3ccccc3c2=O)c(C)c1	-0.7	0	0.7	-1	-1.1	0.2	2	-5	-1.3	-0.4	0.1
Cc1ccc(S(=O)(=O)Nc2cc(C(C(=O)OC(C)C)C(=O)C(F)(F)F)c(O)c3ccccc23)c(C)c1 (stereo not given)	-0.6	-4	-5.2	-5	0.3	-1.4	-3	-17	0.8	0.3	0.4
CC(=O)N1CC(C)Oc2ccc(S(=O)(=O)Nc3ccc(Cl)cn3)cc21 (stereo not given)	1.7	-5	2.1	1	-1.0	-7.2	-2	5	0.4	0.1	1.4
O=C(COC(=O)c1ccccc1Nc1ccccc1)NCc1ccccc1	-0.6	-9	-4.3	-2	-1.3	0.0	-1	19	-0.5	0.3	0.8
CCOC(=O)c1c(-c2ccc(C)cc2)csc1NC1=NS(=O)(=O)c2ccccc21	-0.1	4	0.2	4	-1.3	0.5	0	4	2.9	0.2	0.7
COC(=O)c1cc(S(=O)(=O)NCc2ccc(Br)cc2)c[nH]1	-0.4	2	3.1	1	-1.5	0.7	0	-4	1.8	-0.4	-0.4
O=C(NC1CCCC1)c1cccc(Cl)c1	0.2	4	-0.6	0	-0.6	0.4	0	1	0.1	0.6	-0.9
